DRD3 agonist: D3 dopamine receptor (human) agonism; hit rate 0.58% among 410,000; D3R DiscoveRx beta-arrestin cells, luminescence, 90 min; AID 652048; max activation, %; in the data active means max activation above about 30%; further: 0% is about no effect; mostly tested at two doses, the higher about 12 µM
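Cells at 1500/well, incubated overnight, then treated with pinned compounds (dopamine as control) for 90 min at 37 degrees C. DiscoveRx reagent added for 30 - 60 minutes at room temperature; luminescence read.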
GLP1R inv ag: inverse agonists of human GLP-1 receptor; P43220; HEK293 GLP-1R CRE-luciferase, luminescence, 24 h; GLP-1R form is constitutively active; Potency, µM (doses to about 38.3 µM), without a hit: at the highest dose activity change, negative = inhibition, hits mostly inhibitors; hit rate 1.6% among 410,000; AID 624417; further: potency means the concentration at half of the fitted maximal effect; on the % scale 0 is the no-effect control and ±100 the full control effect; nearly all actives have a fitted effect of over 55% in size
Target sequence (P43220 whole entry, looked up): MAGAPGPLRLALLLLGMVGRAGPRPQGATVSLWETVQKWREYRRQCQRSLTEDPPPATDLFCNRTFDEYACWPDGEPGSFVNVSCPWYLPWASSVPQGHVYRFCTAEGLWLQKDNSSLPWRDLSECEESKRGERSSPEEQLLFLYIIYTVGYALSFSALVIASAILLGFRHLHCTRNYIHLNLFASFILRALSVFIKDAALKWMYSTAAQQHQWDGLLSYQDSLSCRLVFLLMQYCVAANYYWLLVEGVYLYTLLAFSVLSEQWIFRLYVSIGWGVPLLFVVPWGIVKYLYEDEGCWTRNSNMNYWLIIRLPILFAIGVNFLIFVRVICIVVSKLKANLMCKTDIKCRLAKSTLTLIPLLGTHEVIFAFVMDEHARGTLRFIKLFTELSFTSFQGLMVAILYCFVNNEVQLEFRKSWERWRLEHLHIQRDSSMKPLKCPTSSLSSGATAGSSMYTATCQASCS
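Constitutively active GLP-1R drives a cAMP-responsive luciferase in stably transfected HEK293 cells; test compounds are added after overnight (12 h) attachment and left 24 hr, and signal loss in luminescence marks inhibition.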
TDP43 rescue: inhibitors of TDP-43 toxicity in yeast. TDP-43 expressing yeast growth rescue, BacTiter-Glo, 24 h. Potency, µM (series often up to 46.1 µM), for inactives: top-dose growth rescue (activation), actives largely listed as activators. hit rate 1.8% among 410,000. AID 652104; further: potency means the concentration at half of the fitted maximal effect; % of control where 0% means no effect; nearly all actives have a fitted effect of over 50% in size
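Readout is BacTiter-Glo luminescence of cell growth, so inhibitors register as activators. TDP-43-expressing yeast at OD600=0.02 in galactose medium, after raffinose pregrowth to mid-log, were incubated with compound for 24 hr at 30 deg C.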
aSyn rescue: rescues yeast growth from alpha-synuclein toxicity; hit rate 0.14% among 370,000; Potency, µM (titrated, usually from 46.1 µM), for inactives: top-dose growth rescue (activation), actives largely listed as activators; Yeast expressing alpha-synuclein, growth rescue, BacTiter-Glo, 24 h; further: potency means the concentration at half of the fitted maximal effect; % of control where 0% means no effect; nearly all actives have a fitted effect of over 65% in size
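Rescue of yeast growth: cells expressing toxic alpha-synuclein, induced in galactose at OD600 0.02, incubated with compound 24 h at 30 C. ATP luminescence quantified growth; inhibitors of toxicity appear as activators.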
GLP1R cytotox: cytotoxicity counter-screen for GLP-1 receptor inverse agonists. hit rate 0.13% among 410,000. Potency, µM (highest dose often 38.3 µM), for inactives: at the top dose activity change, negative = inhibition, usual class: inhibitors. AID 624418. HEK293 cAMP-luciferase reporter cells, luminescence, 24 h;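 further: loss of luciferase light is scored as toxicity; potency means the concentration at half of the fitted maximal effect; on the % scale 0 is the no-effect control and ±100 the full control effect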
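Luminescence readout: signal drop marks cytotoxicity. Plated cells grew 12 h at 37 °C, 5% CO2, received 23 nL compound for 24 h, then got luciferase reagent, read after 12 min at RT.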
GLP1R ag: activates the human GLP-1 receptor; HEK293 GLP-1R CRE-luciferase, luminescence, 4-6 h; cells express a hypersensitive GLP-1R form; Potency, µM (doses to about 45.6 µM), without a hit: top-dose activation, usual class: activators; P43220; AID 624172; hit rate 0.007% among 380,000; further: potency means the concentration at half of the fitted maximal effect; % of control where 0% means no effect
DRD3 antagonist: blocks the human D3 dopamine receptor. P35462. max response, negative = inhibition, %. AID 652054. D3R cells, DiscoveRx beta-arrestin luminescence, antagonist mode; stronger effect = lower value. hit rate 2.5% among 360,000; in the data active means max response below about -50%; inconclusive means no clear call, values can overlap the other calls; further: on the % scale 0 is the no-effect control and ±100 the full control effect; mostly tested at two doses, the higher about 12 µM
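Cells plated overnight at 1500 cells/well, then exposed to library compounds with dopamine controls for 90 minutes at 37 degrees C. DiscoveRx reagent added for 30–60 minutes at room temperature; luminescence read, quantitative HTS format.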
PTHR1 agonist: PTHR1 (human) receptor agonism | HEK293 GP2 PTHR1 cells, GloSensor cAMP luminescence, 1 h | Potency, µM (top dose mostly 115 µM), for the others: at the highest dose activation, usual class: activators | hit rate 0.075% among 410,000 | AID 743266; further: potency means the concentration at half of the fitted maximal effect; nearly all actives have a fitted effect of over 55% in size; some results filed as inactive show a strong effect at the top dose; inactives centre near -15; many of its hits are not listed in these tables
Target sequence (Q03431 whole entry, looked up): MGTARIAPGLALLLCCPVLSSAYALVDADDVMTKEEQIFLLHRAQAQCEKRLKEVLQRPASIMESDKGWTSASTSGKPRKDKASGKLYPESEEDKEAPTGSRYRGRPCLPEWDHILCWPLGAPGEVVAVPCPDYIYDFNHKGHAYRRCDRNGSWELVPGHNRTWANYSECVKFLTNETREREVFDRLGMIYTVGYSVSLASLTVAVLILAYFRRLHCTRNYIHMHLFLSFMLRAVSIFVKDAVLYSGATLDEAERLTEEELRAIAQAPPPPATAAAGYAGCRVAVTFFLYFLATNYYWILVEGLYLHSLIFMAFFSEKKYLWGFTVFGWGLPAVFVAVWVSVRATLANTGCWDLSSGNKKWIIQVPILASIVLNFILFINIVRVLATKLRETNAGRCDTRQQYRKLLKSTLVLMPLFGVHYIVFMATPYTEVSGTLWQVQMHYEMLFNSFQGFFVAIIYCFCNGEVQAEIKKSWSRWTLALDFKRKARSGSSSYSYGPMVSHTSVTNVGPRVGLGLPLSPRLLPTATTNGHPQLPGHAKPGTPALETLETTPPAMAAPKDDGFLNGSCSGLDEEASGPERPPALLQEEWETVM
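HEK-293-derived GP2 cells expressing PTHR1 and a GloSensor cAMP reporter, 3,000/well, plated overnight, given luciferin plus IBMX (each 0.5 mM as added) for 1 h at 37 °C, then compound for 1 h at 37 °C. Luminescence was read after 15 min at room temperature.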
KB-V1 cytotox: KB-V1 MDR subline cytotoxicity; KB-V1 MDR cells viability, CellTiter-Glo, 72 h; Potency, µM (doses to about 46.1 µM), without a hit: at the top dose activity change, negative = cytotoxicity, usual class: cytotoxic; hit rate 3.4% among 400,000; further: potency means the concentration at half of the fitted maximal effect; on the % scale 0 is the no-effect control and ±100 the full control effect; nearly all actives have a fitted effect of over 60% in size
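Readout: CellTiter-Glo luminescence, 10 min after addition. Cells: KB-V1 MDR subline, 72 h at 37 degrees C with compound. Analysis: corrected, normalized data fitted to concentration-effect curves.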
* hit, by the source's call; [ ] = another dose, or the depositor's remark. Unless noted, the call rests on the fitted dose curve; in most records, active means well fitted curve in the direction sought with a large enough effect; inconclusive means small, poorly fitted or top-dose-only effect, or another doubt; inactive means no such curve, though single readings can be large; an effect the other way counts as inactive or inconclusive. This is a subset; count on the stated rates, not on these rows.

CC(C)CN(C(=O)c1ccc(S(=O)(=O)N2CCOCC2)cc1)C1CCS(=O)(=O)C1 (stereo unspecified) was read as DRD3 agonist -14, GLP1R inv ag 31%[activator], TDP43 rescue -10%, aSyn rescue 1%, GLP1R cytotox 12%, GLP1R ag 1%, DRD3 antagonist -5, PTHR1 agonist inactive and KB-V1 cytotox -9%.
`O=C(COC(=O)CCCOc1ccccc1)NNC(=O)c1ccc([N+](=O)[O-])cc1` gave DRD3 agonist 5, GLP1R inv ag 20%, TDP43 rescue 23%, aSyn rescue 8%, GLP1R cytotox 10%, GLP1R ag -2%, DRD3 antagonist -10, PTHR1 agonist -18% and KB-V1 cytotox inconclusive.
CC(=O)CSc1nnc(CSc2ncccn2)n1C1CCCCC1 was read as DRD3 agonist 0, GLP1R inv ag 4%, TDP43 rescue -8%, aSyn rescue -3%, GLP1R cytotox 4%, GLP1R ag 4%, DRD3 antagonist 11, PTHR1 agonist -10%[57.5 µM] and KB-V1 cytotox -4%.
For Cc1ccc(S(=O)(=O)NNc2nnc(C)c(=O)[nH]2)cc1 the results were DRD3 agonist 0, GLP1R inv ag -1%, TDP43 rescue 2%, aSyn rescue -6%, GLP1R cytotox -15%, GLP1R ag 7%, DRD3 antagonist -5, PTHR1 agonist inactive and KB-V1 cytotox 7%.
Screening CCc1ccccc1NC(=O)CN1CCN(C(=O)CNC(=O)Cc2cccc3ccccc23)CC1 returned DRD3 agonist 2, GLP1R inv ag -23%, TDP43 rescue 4%, aSyn rescue 7%, GLP1R cytotox -1%, GLP1R ag -2%, DRD3 antagonist -18, PTHR1 agonist -46%[inhibitor] and KB-V1 cytotox inconclusive.
For COc1cc(NC(=O)c2ccc(C(=O)Nc3cc(OC)c(Cl)cc3OC)cc2)c(OC)cc1Cl the results were DRD3 agonist 5, GLP1R inv ag -6%, TDP43 rescue 15%, GLP1R cytotox 1%, PTHR1 agonist -15% and KB-V1 cytotox inconclusive.
For CN=C(Nc1cc(C)nn1CCC#N)c1ccc(F)cc1 the results were DRD3 agonist -5, GLP1R inv ag 4%, TDP43 rescue -15%, aSyn rescue 0%, GLP1R cytotox 16%, GLP1R ag 0%, DRD3 antagonist -9, PTHR1 agonist inactive and KB-V1 cytotox -12%.
For O=C(N[C@H]1CC[C@H](CC(=O)N2CCCCC2)O[C@@H]1CO)c1cccc(F)c1 the results were DRD3 agonist 8, GLP1R inv ag 24%, TDP43 rescue 20%, aSyn rescue 12%, GLP1R cytotox 3%, DRD3 antagonist 2, PTHR1 agonist inactive and KB-V1 cytotox 4%.
Screening COc1ccc(C(=O)NCCSCc2ccccc2Cl)cc1OC returned DRD3 agonist -5, GLP1R inv ag 5%, TDP43 rescue inconclusive, aSyn rescue 3%, GLP1R cytotox 7%, GLP1R ag inconclusive, DRD3 antagonist 1, PTHR1 agonist inactive and KB-V1 cytotox -6%.
`CC(=O)OCC1CCCC2=C(C)C(=O)CCC21COC(C)=O` (stereo unspecified) gave DRD3 agonist -5, GLP1R inv ag 2%, TDP43 rescue 20%, aSyn rescue 0%, GLP1R cytotox -2%, GLP1R ag -1%, DRD3 antagonist 17, PTHR1 agonist inactive and KB-V1 cytotox 28%.
Screening CCCn1c(SCc2ccccn2)nc2c1c(=O)n(C)c(=O)n2C returned DRD3 agonist 8, GLP1R inv ag 143%[activator], TDP43 rescue -8%, aSyn rescue 2%, GLP1R cytotox 12%, GLP1R ag 24%, DRD3 antagonist -8, PTHR1 agonist inactive and KB-V1 cytotox inconclusive.
`N#CC1=C(N)Oc2c(ccc3cccnc23)C1c1ccccc1` (stereo unspecified) gave DRD3 agonist 4, GLP1R inv ag inconclusive, TDP43 rescue -10%, aSyn rescue 1%, GLP1R cytotox -24%, GLP1R ag 21%, DRD3 antagonist -2, PTHR1 agonist -19% and KB-V1 cytotox 0%.
Screening COc1ccccc1CN1CCNC(=O)C1CC(=O)NCCOc1cccnc1 (stereo unspecified) returned DRD3 agonist 4, GLP1R inv ag 1%, TDP43 rescue -10%[9.22 µM], aSyn rescue 2%, GLP1R cytotox 3%, GLP1R ag 8%, DRD3 antagonist -12, PTHR1 agonist inactive and KB-V1 cytotox 19%.
Screening CCCC(C)C(=O)Nc1nc(C)c(-c2csc(Nc3cc(Cl)ccc3C)n2)s1 (stereo unspecified) returned DRD3 agonist -8, GLP1R inv ag -10%, TDP43 rescue 17%, aSyn rescue 0%, GLP1R cytotox 12%, GLP1R ag 0%, DRD3 antagonist -11, PTHR1 agonist -12% and KB-V1 cytotox -3%.
Cc1cccc(C)c1NC(=O)COC(=O)c1nonc1N was read as DRD3 agonist 2, GLP1R inv ag 0%, TDP43 rescue 8%, GLP1R cytotox 1%, GLP1R ag 4%, DRD3 antagonist 1, PTHR1 agonist -15% and KB-V1 cytotox 9%.
For C=C(C)CN1C(=O)C2(OCCO2)c2ccccc21 the results were DRD3 agonist -3, GLP1R inv ag 18%, TDP43 rescue -8%, aSyn rescue -5%, GLP1R cytotox 10%, GLP1R ag 6%, DRD3 antagonist 34, PTHR1 agonist inactive and KB-V1 cytotox 22%.
Screening CCN(CCCNC(=O)CCCCn1c(=O)[nH]c2ccccc2c1=O)c1ccccc1 returned DRD3 agonist 3, GLP1R inv ag inconclusive, TDP43 rescue -5%, aSyn rescue 0%, GLP1R cytotox -10%, GLP1R ag -6%, DRD3 antagonist -1, PTHR1 agonist -31%[inhibitor] and KB-V1 cytotox -12%.
Screening COc1cccc(CNn2cnnc2)c1O returned DRD3 agonist 3, GLP1R inv ag 13%, TDP43 rescue 12%, aSyn rescue -3%, GLP1R cytotox 3%, GLP1R ag 0%, DRD3 antagonist 11, PTHR1 agonist inactive and KB-V1 cytotox 7%.
Screening CCN(C(=O)COC(=O)/C=C/c1c(C)nn(Cc2ccc(C)cc2)c1C)C1CCS(=O)(=O)C1 (stereo unspecified) returned DRD3 agonist 3, GLP1R inv ag 12%, TDP43 rescue -5%, aSyn rescue 0%, GLP1R cytotox -8%, GLP1R ag 10%, DRD3 antagonist 10, PTHR1 agonist inactive and KB-V1 cytotox -25%.
For CC(=O)N1CCN(c2ccc(NC(=O)c3ccc(Cl)cc3)cc2)CC1 the results were DRD3 agonist 3, GLP1R inv ag 4%, TDP43 rescue 0%, aSyn rescue 1%, GLP1R cytotox -7%, GLP1R ag 5%, DRD3 antagonist 26, PTHR1 agonist inactive and KB-V1 cytotox 8%.
`Cc1ccc(C(=O)OCC(=O)c2ccc(CC(=O)N3CCOCC3)s2)cc1C` gave DRD3 agonist 3, GLP1R inv ag -18%, TDP43 rescue -4%, aSyn rescue 0%, GLP1R cytotox -9%, GLP1R ag 11%, DRD3 antagonist -1, PTHR1 agonist -19% and KB-V1 cytotox 16%.
Screening Cc1ccc(NC(=O)CCC(=O)NNC(=O)COc2cccc3ccccc23)c(C)c1 returned DRD3 agonist 18, GLP1R inv ag 11%, TDP43 rescue -19%, aSyn rescue 1%, GLP1R cytotox 3%, GLP1R ag 1%, DRD3 antagonist 17, PTHR1 agonist inconclusive and KB-V1 cytotox -11%.
For O=C1Nc2ccccc2C12OCCO2 the results were DRD3 agonist -5, GLP1R inv ag 0%, TDP43 rescue -19%, aSyn rescue -5%, GLP1R cytotox 1%, GLP1R ag 2%, DRD3 antagonist -16, PTHR1 agonist inactive and KB-V1 cytotox 15%.
Screening CC(C)(C)c1ccc(C(=O)O/N=C(\N)Cc2cccs2)cc1 returned DRD3 agonist 2, GLP1R inv ag inconclusive, TDP43 rescue inconclusive, aSyn rescue -77%[inhibitor], GLP1R cytotox inconclusive, GLP1R ag inconclusive, DRD3 antagonist -7, PTHR1 agonist -6% and KB-V1 cytotox 15%.
CCOc1ccc(Nc2nc(N3CCOCC3)nc(N3CCOCC3)n2)cc1 was read as DRD3 agonist -11, GLP1R inv ag inconclusive, TDP43 rescue -3%, aSyn rescue -5%, GLP1R cytotox 18%, GLP1R ag 8%, DRD3 antagonist -21, PTHR1 agonist -16% and KB-V1 cytotox 0%.
Screening CC(=O)COc1ncnc2c(Cl)cc(Cl)cc12 returned DRD3 agonist 6, GLP1R inv ag 1%, TDP43 rescue -6%, aSyn rescue 12%, GLP1R cytotox -3%, GLP1R ag 6%, DRD3 antagonist -5, PTHR1 agonist -18% and KB-V1 cytotox -7%.
For O=C(CSc1cnc2ccccc2n1)NC1CCCC1 the results were DRD3 agonist 1, GLP1R inv ag 9%, TDP43 rescue inconclusive, aSyn rescue -7%, GLP1R cytotox 5%, GLP1R ag -12%, DRD3 antagonist -14, PTHR1 agonist -4%[57.5 µM] and KB-V1 cytotox -7%.
Screening CCOC(=O)c1ccc(COC(=O)CNS(=O)(=O)c2ccccc2)cc1 returned DRD3 agonist 1, GLP1R inv ag -1%, TDP43 rescue 9%, aSyn rescue 5%, GLP1R cytotox -27%, GLP1R ag -2%, DRD3 antagonist 15, PTHR1 agonist inactive and KB-V1 cytotox 8%.
For CC1CC(C)CN(C(=O)Cn2c(SCC(=O)N3CCc4ccccc4C3)nc3ccccc32)C1 (stereo unspecified) the results were DRD3 agonist -4, GLP1R inv ag -27%, TDP43 rescue -9%, aSyn rescue -10%, GLP1R cytotox -16%, GLP1R ag 5%, DRD3 antagonist -25, PTHR1 agonist inactive and KB-V1 cytotox -16%.

2 records drawn at random from those above, as already listed:
For O=C1Nc2ccccc2C12OCCO2 the results were DRD3 agonist -5, GLP1R inv ag 0%, TDP43 rescue -19%, aSyn rescue -5%, GLP1R cytotox 1%, GLP1R ag 2%, DRD3 antagonist -16, PTHR1 agonist inactive and KB-V1 cytotox 15%.
Screening CCOC(=O)c1ccc(COC(=O)CNS(=O)(=O)c2ccccc2)cc1 returned DRD3 agonist 1, GLP1R inv ag -1%, TDP43 rescue 9%, aSyn rescue 5%, GLP1R cytotox -27%, GLP1R ag -2%, DRD3 antagonist 15, PTHR1 agonist inactive and KB-V1 cytotox 8%.

From PubChem
